mIAP activ: increases mouse intestinal alkaline phosphatase activity | muIAP, CDP-Star luminescence, 30 min; stronger effect = higher value; 1 = vehicle-only enzyme signal, 0 = enzyme-free wells | activation factor at 10 µM | 330,000 compounds, 0.24% hits;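 active = activation factor of at least 2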; also: the source names both 10 and 20 µM as test concentration; values of inactives mirror those of a sister screen read the other way
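System: mouse IAP enzyme. Reagent: CDP-Star chemiluminescent phosphatase substrate. Benchmarks: DMSO wells, no-enzyme wells. Times: 30 min enzyme-substrate-compound incubation at room temperature. Detection: luminescence from enzymatic CDP-Star hydrolysis. Doses: test compounds delivered from DMSO solution.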
MIN6 prolif: MIN6 beta-cell proliferation induction | MIN6 cells proliferation, ATPlite luminescence, 48 h; cells starved in 0.2% serum; 100% = growth in 10% serum | proliferation, % at 10 µM | 330,000 compounds, 0.29% hits;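 active = compounds whose signal lies at least 3.5 SD above the mean of all wells on their plate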;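 also: 0% = DMSO-treated cells in low-serum medium and 100% = 10% serum control; some compounds called inactive have numbers as strong as hits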
APOBEC3A inh: blocks human APOBEC3A ssDNA deamination. P31941. recombinant A3A, FAM/TAMRA ssDNA deamination fluorescence. inhibition, % at 20 µM. 330,000 compounds, 0.41% hits. AID 493011;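 active = at least 40% inhibition at 20 µM here, with at most 30% in a related deaminase screen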;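 also: plate controls were A3A with DMSO for no effect and wells lacking A3A enzyme for full effect; some results filed as inactive read as strong as hits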
Target sequence (P31941 whole entry, looked up): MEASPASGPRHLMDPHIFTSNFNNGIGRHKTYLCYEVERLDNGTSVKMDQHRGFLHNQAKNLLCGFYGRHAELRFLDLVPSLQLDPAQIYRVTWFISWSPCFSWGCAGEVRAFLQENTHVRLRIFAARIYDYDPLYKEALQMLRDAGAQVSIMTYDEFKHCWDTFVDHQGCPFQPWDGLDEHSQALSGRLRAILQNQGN
SENP1 FRET inh: inhibitors of human SENP1 SUMO protease catalytic domain; Q9P0U3; inhibition, % at 10 µM; recombinant SENP1 catalytic domain, CyPet-SUMO1-YPet FRET cleavage; 360,000 compounds, 0.21% hits;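 active = inhibition at least 30% at 10 µM, raw YFP signal under a set limit, fluorescence ratio 0.5 to 1.5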;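 also: 0% = enzyme with DMSO and 100% = no enzyme wells; some results filed as inactive read as strong as hits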
Target sequence (Q9P0U3 419-644 limits assumed): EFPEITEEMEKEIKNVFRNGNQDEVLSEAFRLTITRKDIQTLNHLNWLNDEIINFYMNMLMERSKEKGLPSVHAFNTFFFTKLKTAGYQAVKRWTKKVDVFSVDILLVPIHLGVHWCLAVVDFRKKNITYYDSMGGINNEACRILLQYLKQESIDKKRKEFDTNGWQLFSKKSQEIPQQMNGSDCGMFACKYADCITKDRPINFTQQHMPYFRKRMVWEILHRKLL
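Material – human SENP1 catalytic domain · Input – SENP1 enzyme, 20 pM final · Compound dosing – single concentration of 10 µM compound, 0.5% DMSO final · Timing – enzyme reaction for 50 min at room temperature, dark · Measured by – FRET fluorescence in CFP and YFP emission channels · Control set – no-enzyme wells low, DMSO-plus-enzyme wells high control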
NLRP3 yeast inh: NALP3 inhibition in yeast; Yeast reconstituted NLRP3/ASC/caspase-1, beta-gal luminescence, 24 h; inhibition, % at 10 µM; 330,000 compounds, 0.39% hits;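 active = inhibition of 50% or more; inactive = inhibition below 50%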;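 also: plate controls were induced DMSO wells for no effect and uninduced yeast grown without galactose for full effect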
hIAP activ: increases human intestinal alkaline phosphatase activity; purified human IAP, CDP-Star luminescence, 30 min; stronger effect = higher value; 1 = vehicle-only enzyme, 0 = enzyme-free background; activation factor at 10 µM; 330,000 compounds, 0.16% hits; AID 2524;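 active = activation factor of the enzyme at least 2-fold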; also: the source names both 10 and 20 µM as test concentration; values of inactives mirror those of a sister screen read the other way
Target sequence (P09923 whole entry, looked up): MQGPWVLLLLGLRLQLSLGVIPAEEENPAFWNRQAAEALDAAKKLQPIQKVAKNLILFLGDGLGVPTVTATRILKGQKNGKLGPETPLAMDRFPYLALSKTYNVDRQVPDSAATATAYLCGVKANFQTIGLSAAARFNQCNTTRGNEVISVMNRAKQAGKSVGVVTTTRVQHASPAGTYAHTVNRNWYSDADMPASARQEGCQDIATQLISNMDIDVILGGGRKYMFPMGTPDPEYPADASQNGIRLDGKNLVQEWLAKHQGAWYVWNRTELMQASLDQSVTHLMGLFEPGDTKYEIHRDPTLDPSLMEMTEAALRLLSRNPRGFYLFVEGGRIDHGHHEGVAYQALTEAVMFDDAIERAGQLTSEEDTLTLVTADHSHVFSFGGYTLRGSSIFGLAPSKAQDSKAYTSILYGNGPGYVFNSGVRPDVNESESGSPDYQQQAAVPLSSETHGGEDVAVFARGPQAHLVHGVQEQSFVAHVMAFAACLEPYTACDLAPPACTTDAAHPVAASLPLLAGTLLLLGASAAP
mIAP block: mouse IAP inhibition; AID 2806; 330,000 compounds, 0.2% hits; purified mouse IAP, CDP-Star luminescence, 30 min; inhibition, % at 10 µM;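 active = inhibition of at least 40% at 10 µM in the primary screen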;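 also: plate controls were DMSO with enzyme for no effect and no enzyme wells for full effect; values of inactives mirror those of a sister screen read the other way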
hIAP inh: blocks human intestinal alkaline phosphatase; 330,000 compounds, 0.12% hits; P09923; inhibition, % at 10 µM; purified IAP, CDP-Star luminescence, 30 min; AID 2544;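 active = inhibition reaching a set limit with compound at 10 µM in the primary screen, cut at about 35% in these data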;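 also: plate controls were DMSO wells with enzyme for no effect and no-enzyme buffer wells for full effect; values of inactives mirror those of a sister screen read the other way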
A3G deaminase: blocks human APOBEC3G single-stranded DNA deamination. AID 493012. Q9HC16. recombinant A3G, ssDNA deamination FAM/TAMRA fluorescence. 330,000 compounds, 0.28% hits. inhibition, % at 20 µM;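 active = inhibition of at least 40% at 20 µM, with no more than 30% in the related APOBEC3A deaminase screen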;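 also: plate controls were DMSO wells with A3G for no effect and wells lacking A3G enzyme for full effect; some compounds called inactive have numbers as strong as hits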
The depositor's hits bear a star.

SMILES	mIAP activ	MIN6 prolif	APOBEC3A inh	SENP1 FRET inh	NLRP3 yeast inh	hIAP activ	mIAP block	hIAP inh	A3G deaminase
CCCCn1c(SCC(=O)Nc2cc(C(F)(F)F)cc(C(F)(F)F)c2)nnc1C(CC)N(C)C (configuration not stated)	1.1	0	4	3	10	0.93	-7	7	-7
CCOc1cccc2sc(Nc3nc4ccc(NC(C)=O)cc4s3)nc12	1.4	-3	-5	-30	-10	2.1*	-39	-108	-7
Cc1cccc(NC(=O)CCSc2nc(C)cc(C)n2)c1	1	-1	-5	0	10	1	-5	-1	-4
CC(C)N1CCN(Cc2ccc(C#CC(C)(C)O)s2)CC1CCO (configuration not stated)	1	-1	2	0	-2	1	0	-2	-1
Cc1ccccc1-c1nc(CS(=O)(=O)CC(=O)NCc2ccc(F)cc2)c(C)o1	1.2	-3	-1	0	16	0.88	-15	12	3
O=C(NCCN1CCOCC1)c1cn(CCc2ccccc2)nn1	1.1	2	-3	1	4	1	-11	-4	-5
c1ccc(-c2ccc(OCCOCCn3cncn3)cc2)cc1	1	0	3	4	25	0.98	-5	2	0
O=C(O)c1ccccc1Nc1ccc(OC(F)F)cc1	0.99	-3	1	1	2	0.89	1	11	0
O=C(O)CN1C(=O)c2ccc(Oc3ccc4c(c3)C(=O)N(CC(=O)O)C4=O)cc2C1=O	0.98	0	5	3	-10	0.9	2	10	-6
Cc1cc(C(=O)Nc2ccc3c(c2)OCCO3)co1	0.89	-4	-1	0	4	0.9	11	10	-4
CC(NC(=O)c1cc2c(cc1Cl)N1CCCCCC1=NS2(=O)=O)c1ccc(S(N)(=O)=O)cc1 (configuration not stated)	1	-1	5	1	14	0.94	0	6	-8
O=C(CCC(=O)N1CCN(c2ccc(F)cc2)CC1)c1ccccc1	1	-3	-4	0	10	1	-1	-4	-6
CCOc1ccc(CN(C)C(=O)CNC(=O)c2ccc3ccccc3c2)cc1OC	0.89	4	1	1	35	0.9	11	10	4
COc1cccc(-c2ocnc2C(=O)Nc2ccc3c(c2)CCC3)c1	0.96	1	0	3	10	0.85	4	15	1
CCCN(CC(=O)Nc1ccccc1OC)C(=O)CCC(=O)c1ccc(F)cc1	0.93	4	-4	0	14	1	7	0	-8
O=C(NCc1nnc(SCC(=O)N2CCCC2)o1)c1c(F)cccc1Cl	1	1	3	0	11	1.1	-2	-6	3
Cc1ccc(CNC(=O)CN(C(=O)C2(C)CC(=O)N=C3C=CC=CN32)c2ccccc2F)cc1 (configuration not stated)	0.97	4	0	1	-3	0.98	3	2	-6
COc1ccc(N2C(=O)CCC(C(=O)NCc3ccccn3)C2c2ccc(F)cc2)cc1 (configuration not stated)	0.97	0	1	3	10	1.1	3	-13	-3
C[C@@H](NC(=O)c1ncn(Cc2ccccc2)c1C(=O)N[C@H](C)c1ccccc1)c1ccccc1	1.1	-6	-5	0	-8	1.1	-13	-6	-10
COC(=O)c1ccc(NC(=O)c2cccc(Cl)c2)o1	1	-2	-4	1	16	0.92	-4	8	-4

16 entries from above, with two lines to a compound:
Each structure is followed by: mIAP activ | MIN6 prolif | APOBEC3A inh | SENP1 FRET inh | NLRP3 yeast inh | hIAP activ | mIAP block | hIAP inh | A3G deaminase
- CCOc1cccc2sc(Nc3nc4ccc(NC(C)=O)cc4s3)nc12
    1.4 | -3 | -5 | -30 | -10 | 2.1* | -39 | -108 | -7
- Cc1cccc(NC(=O)CCSc2nc(C)cc(C)n2)c1
    1 | -1 | -5 | 0 | 10 | 1 | -5 | -1 | -4
- CC(C)N1CCN(Cc2ccc(C#CC(C)(C)O)s2)CC1CCO (configuration not stated)
    1 | -1 | 2 | 0 | -2 | 1 | 0 | -2 | -1
- Cc1ccccc1-c1nc(CS(=O)(=O)CC(=O)NCc2ccc(F)cc2)c(C)o1
    1.2 | -3 | -1 | 0 | 16 | 0.88 | -15 | 12 | 3
- O=C(NCCN1CCOCC1)c1cn(CCc2ccccc2)nn1
    1.1 | 2 | -3 | 1 | 4 | 1 | -11 | -4 | -5
- c1ccc(-c2ccc(OCCOCCn3cncn3)cc2)cc1
    1 | 0 | 3 | 4 | 25 | 0.98 | -5 | 2 | 0
- O=C(O)c1ccccc1Nc1ccc(OC(F)F)cc1
    0.99 | -3 | 1 | 1 | 2 | 0.89 | 1 | 11 | 0
- O=C(O)CN1C(=O)c2ccc(Oc3ccc4c(c3)C(=O)N(CC(=O)O)C4=O)cc2C1=O
    0.98 | 0 | 5 | 3 | -10 | 0.9 | 2 | 10 | -6
- Cc1cc(C(=O)Nc2ccc3c(c2)OCCO3)co1
    0.89 | -4 | -1 | 0 | 4 | 0.9 | 11 | 10 | -4
- CC(NC(=O)c1cc2c(cc1Cl)N1CCCCCC1=NS2(=O)=O)c1ccc(S(N)(=O)=O)cc1 (configuration not stated)
    1 | -1 | 5 | 1 | 14 | 0.94 | 0 | 6 | -8
- O=C(CCC(=O)N1CCN(c2ccc(F)cc2)CC1)c1ccccc1
    1 | -3 | -4 | 0 | 10 | 1 | -1 | -4 | -6
- CCOc1ccc(CN(C)C(=O)CNC(=O)c2ccc3ccccc3c2)cc1OC
    0.89 | 4 | 1 | 1 | 35 | 0.9 | 11 | 10 | 4
- COc1cccc(-c2ocnc2C(=O)Nc2ccc3c(c2)CCC3)c1
    0.96 | 1 | 0 | 3 | 10 | 0.85 | 4 | 15 | 1
- CCCN(CC(=O)Nc1ccccc1OC)C(=O)CCC(=O)c1ccc(F)cc1
    0.93 | 4 | -4 | 0 | 14 | 1 | 7 | 0 | -8
- O=C(NCc1nnc(SCC(=O)N2CCCC2)o1)c1c(F)cccc1Cl
    1 | 1 | 3 | 0 | 11 | 1.1 | -2 | -6 | 3
- Cc1ccc(CNC(=O)CN(C(=O)C2(C)CC(=O)N=C3C=CC=CN32)c2ccccc2F)cc1 (configuration not stated)
    0.97 | 4 | 0 | 1 | -3 | 0.98 | 3 | 2 | -6

The results go on.
SMILES	mIAP activ	MIN6 prolif	APOBEC3A inh	SENP1 FRET inh	NLRP3 yeast inh	hIAP activ	mIAP block	hIAP inh	A3G deaminase
CCNC(=S)NNC(=O)CCn1c2ccccc2c2ccccc21	0.93	0	0	2	18	1.8	8	-76	1
CCCCNS(=O)(=O)NC(=O)C1=C(N2CCCC2)COC1=O	0.98	-1	-1	1	1	1	2	-1	-5
COc1ccccc1Cn1c(=S)[nH]c2cc(C(=O)NCC3CCCO3)ccc2c1=O (configuration not stated)	1	1	1	-1	9	1.1	0	-13	-10
O=C1C2CCCCN2C(=O)N1CCCCN1CCN(c2ccc(F)cc2)CC1 (configuration not stated)	0.96	-3	-5	0	12	0.9	4	10	-6
CCCn1c(SCN2C(=O)c3ccccc3C2=O)nc2cc(Cl)ccc2c1=O	0.93	-6	1	2	-1	1	7	-2	-8
CCNC(=S)NCc1ccc2[nH]c(C)cc2c1	1.1	8	0	-6	8	1	-7	0	4
O=C(Oc1cccc(-n2cnnn2)c1)c1ccccc1	1.1	-2	0	4	1	1.2	-6	-16	-12
COc1cccc(-c2nn(C)c3sc(C(=O)NCc4ccc(C)o4)cc23)c1	1.1	-5	1	-2	13	0.88	-7	12	2
COc1ccc(OC)c(NC(=O)COC(=O)CCNc2ccccc2OC)c1	1.1	-3	-4	1	9	1.1	-8	-7	-6
Cc1nonc1NC(=O)CSc1nnc(-c2ccoc2C)n1CC(C)C	0.95	1	0	-1	9	0.93	5	8	-2
Cc1ccc(NC(=O)O/N=C2\CCCCC2c2ccc([N+](=O)[O-])cc2[N+](=O)[O-])cc1 (configuration not stated)	0.9	-1	-4	-6	17	1.2	10	-19	-6
CCCNc1nc(=S)n(-c2ccccc2)c(C)c1C(C)=O	0.94	-1	0	-2	-19	0.99	6	1	-5
O=C1CN=C(Nc2cccc(C(F)(F)F)c2)N1C1CCCC1	1.2	-4	2	2	0	1.2	-17	-18	4
CN(Cc1ccc(F)cc1)Cc1nc(-c2ccccc2)no1	0.98	-1	-1	3	26	1	2	-1	-8
Cc1noc(/C=C/c2ccco2)c1S(=O)(=O)N1CCC(C(=O)N2CCc3ccccc3C2)CC1	0.94	-5	1	4	2	1.1	6	-8	1
COc1ccc(C2Nc3cc(OC)ccc3-n3cccc32)cc1 (configuration not stated)	0.94	-1	1	-63	-3	1.1	6	-7	-1
CN(c1ccccc1C(=O)Nc1ccc(F)c(F)c1)S(C)(=O)=O	0.97	-4	-2	1	9	0.96	3	4	-3
OCC[C@@H]1C[C@H](O)[C@@H](O)[C@@]2(OCCCc3ccccc32)O1	1	-3	-1	0	12	1	-1	-4	-6
C=CCOc1cccc(C2/C(=C(/O)c3ccc(Cl)cc3)C(=O)C(=O)N2CCN2CCOCC2)c1 (configuration not stated)	0.92	1	-4	-5	11	1	8	-5	-2
COc1ccc2cc3c(N)c(C(=O)NCc4ccco4)sc3nc2c1	0.8	-2	5	27	14	0.93	20	7	5
O=C(Nc1ccc(F)cc1Cl)c1ccc2c(=O)n3c(nc2c1)CCCCC3	1	0	-5	-1	3	1.2	-3	-17	-4
Cn1c(=O)n(-c2cccc(Cl)c2)c(=O)n1C	1	4	6	0	-2	1.1	-1	-6	-7
CN(Cc1ccccc1)C(=O)CCC1CCN(C(=O)c2ccccc2C(F)(F)F)CC1	1	-5	1	-1	3	1.1	0	-7	-4
CN(C)S(=O)(=O)Nc1cc(F)cc(F)c1	0.97	-3	-1	1	-2	1.1	3	-13	-5
O=C(NNc1cc(N2CCOCC2)nc(N2CCOCC2)n1)c1ccc(Cl)cc1Cl	0.91	-1	-6	-47	7	1.1	9	-11	-10
Cc1cccc(NC(=O)CSc2nc(N)cc(N)n2)c1	1	-1	0	-1	6	0.97	-1	2	0
O=C(NC1CCCCC1)c1ccc(S(=O)(=O)NCc2ccco2)cc1	1	3	0	0	-3	1	-2	-4	-6
Cc1cccc2[nH]c(-c3ccc(NC(=O)c4ccco4)cc3)nc12	1	-1	-3	1	28	0.9	-2	10	-3
COC1=C/C(=C/c2c(N)n3nc(CC(=O)N4CCCC4)sc3nc2=O)C=CC1=O	0.94	-3	1	-23	-27	0.95	6	5	19
Cc1cc(Nc2ncc(Cl)cc2Cl)n(-c2ccccc2C)n1	1	0	3	-3	33	1	-3	-2	0
CN(CC(=O)Nc1ccc(F)cc1)C(=O)c1ccccc1Sc1ccccc1C#N	1	2	-3	1	23	0.9	-4	10	-3
CN(/N=C/c1cc(Cl)cc(Cl)c1O)C(=S)NC(C)(C)C	1	-3	1	-38	7	1.3	-4	-31	0

Screening results deposited in PubChem by Sanford-Burnham Center for Chemical Genomics.

An excerpt; the hit share may differ from the screen's.
